Screening results from PubChem BioAssay.
DNMT1 inh: human DNMT1 methyltransferase inhibitors, primary screen, biochemical, molecular beacon, fluorescence, HinP1I cleavage, uHTS. DNA (cytosine-5)-methyltransferase 1 (Homo sapiens), P26358. inhibition (reported as % activation of signal), % at 10 µM. AID 588458, 2011. 360,000 compounds, 0.83% hits; in the data active = inhibition above about 50%
bovine MsrA act: bovine MsrA enzyme activators, primary screen, biochemical, absorbance, HTS; Methionine sulfoxide reductase A (Bos taurus); purified bovine MsrA, absorbance read-out; activation, % at 10.6 µM; 360,000 compounds, 0.3% hits; in the data active = activation above about 7.5%;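 note: 0% = vehicle and 100% = reference activator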
Scp1 inh: Scp-1 phosphatase inhibitors, primary screen, biochemical, colorimetric, uHTS | Carboxy-terminal domain RNA polymerase II polypeptide A small phosphatase 1 (Homo … | 340,000 compounds, 0.88% hits | Recombinant Scp1, phosphopeptide, malachite green phosphate absorbance | AID 493091, 2011 | inhibition, % at 20 µM;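 active = inhibition above about 50% at 20 µM, limit read from the data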;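 note: plate controls were DMSO wells with enzyme for no effect and wells lacking enzyme for full effect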
Target sequence (Q9GZU7 76-261 limits assumed): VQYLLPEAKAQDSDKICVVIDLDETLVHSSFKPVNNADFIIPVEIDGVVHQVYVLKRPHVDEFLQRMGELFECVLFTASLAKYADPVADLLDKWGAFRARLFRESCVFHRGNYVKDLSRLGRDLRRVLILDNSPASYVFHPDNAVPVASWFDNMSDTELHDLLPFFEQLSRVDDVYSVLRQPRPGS
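assay system = SCP-1 phosphatase catalytic domain, residues 76-261 | buffer or medium = 50 mM Tris acetate pH 5.5, 0.005% Tween-20, 10 mM MgCl2 | incubation = enzyme reaction 45 min at room temperature, colour 5 min, stabilisation 30 min | signal = Phosphate-binding colour reagent, absorbance read at 630 nm | measure = % inhibition at 20 µM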
MsrA inh: bovine MsrA enzyme inhibitors, primary screen, biochemical, absorbance, HTS | Methionine sulfoxide reductase A (Bos taurus) | purified bovine MsrA, absorbance read-out | inhibition, % at 15.5 µM | 360,000 compounds, 0.75% hits | AID 651718, 2012; in the data active = inhibition above about 4.5%;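 note: 0% = vehicle wells with enzyme and 100% = reference inhibitor wells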
TbMetRS inhib: T. brucei MetRS inhibitors, primary screen, biochemical, luminescence; methionyl-tRNA synthetase (Trypanosoma brucei brucei); purified T. brucei MetRS, ATP depletion, Kinase-Glo luminescence; inhibition, % at 11.9 µM; 360,000 compounds, 0.4% hits; AID 624268, 2012;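 active = inhibition above a per-plate cutoff of the control wells' mean inhibition plus 3 SD, cut at about 5.5% in these data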;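 note: 0% = DMSO wells median and 100% = median of wells with control inhibitor compound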
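technique = Kinase-Glo luminescence, ATP depletion format | system = purified MetRS (methionyl-tRNA synthetase) enzyme from Trypanosoma brucei | timing = 15 min preincubation, 2 h reaction, all 25 °C | evaluation = percent inhibition versus plate control medians | dosing = single dose, 11.9 µM final nominal, 0.9% final DMSO | also added = substrates ATP, L-methionine and bulk Escherichia coli tRNA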
LMPTP block: LMPTP phosphatase inhibitors, primary screen, biochemical, fluorescence intensity, uHTS; 360,000 compounds, 0.22% hits; Low molecular weight phosphotyrosine protein phosphatase (Homo sapiens), P24666; AID 651560, 2012; recombinant LMPTP-A, OMFP fluorogenic substrate; inhibition, % at 20 µM;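 active = compounds that cut the enzyme signal by at least half of the control window in the single-dose screen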;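 note: plate controls were DMSO wells with enzyme plus substrate for no effect and substrate without enzyme for full effect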
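Assay system: LMPTP-A, protein tyrosine phosphatase of low molecular weight / Medium: pH 6.0 Bis-Tris buffer with DTT and Triton X-100 / Schedule: 50 min enzyme reaction at room temperature, protected from light / Measured by: endpoint fluorescence intensity from OMFP dephosphorylation / Read-out basis: % inhibition relative to no-enzyme and uninhibited control wells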
E coli Lon inh: inhibitors of E. coli Lon protease, primary screen, biochemical, fluorescence polarization | 360,000 compounds, 0.42% hits | inhibition, % at 7.94 µM | purified E. coli Lon protease | P0A9M0; in the data active = inhibition above about 13%, passing the limit was not always enough;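 note: 0% = enzyme with probe and DMSO and 100% = no enzyme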
Target sequence (P0A9M0 whole entry, looked up): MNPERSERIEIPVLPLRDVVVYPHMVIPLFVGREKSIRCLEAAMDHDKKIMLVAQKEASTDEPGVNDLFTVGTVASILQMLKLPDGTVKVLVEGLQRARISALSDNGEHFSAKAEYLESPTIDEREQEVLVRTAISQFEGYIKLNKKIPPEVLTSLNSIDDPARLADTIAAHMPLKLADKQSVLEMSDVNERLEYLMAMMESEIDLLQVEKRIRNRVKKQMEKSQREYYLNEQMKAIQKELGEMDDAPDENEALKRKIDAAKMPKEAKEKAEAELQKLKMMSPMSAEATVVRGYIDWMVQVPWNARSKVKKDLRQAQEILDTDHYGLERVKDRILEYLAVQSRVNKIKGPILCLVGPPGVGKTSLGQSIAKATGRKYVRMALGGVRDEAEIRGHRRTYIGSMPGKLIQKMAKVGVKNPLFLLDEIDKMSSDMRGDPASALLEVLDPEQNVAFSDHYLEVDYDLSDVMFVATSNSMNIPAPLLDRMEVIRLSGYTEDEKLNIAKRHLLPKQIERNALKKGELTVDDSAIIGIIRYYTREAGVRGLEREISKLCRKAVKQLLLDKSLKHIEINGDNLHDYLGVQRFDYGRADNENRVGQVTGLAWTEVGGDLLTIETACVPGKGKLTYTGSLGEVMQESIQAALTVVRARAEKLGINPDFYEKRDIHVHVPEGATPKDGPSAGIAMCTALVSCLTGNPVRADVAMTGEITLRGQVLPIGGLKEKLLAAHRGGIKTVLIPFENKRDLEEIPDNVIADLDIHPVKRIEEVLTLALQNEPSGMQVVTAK
SUMO1 PPI mod: modulators of SUMO1 protein-protein interactions, primary screen, biochemical, uHTS | SUMO1 binding to a labelled peptide, TR-FRET, 1 h | Small ubiquitin-related modifier 1 (Homo sapiens), P63165 | 360,000 compounds, 0.33% hits | inhibition, % at 20 µM; in the data active = inhibition above about 37%
STEP block: STEP phosphatase inhibitors, primary screen, biochemical, fluorescence intensity, uHTS; 360,000 compounds, 0.25% hits; recombinant STEP, OMFP fluorogenic substrate; inhibition, % at 20 µM; Tyrosine-protein phosphatase non-receptor type 5 (Homo sapiens), P54829; AID 588621, 2011;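 active = inhibition at 20 µM, scaled per plate between control wells, above about 37%, limit read from the data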;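 note: 0% = DMSO with enzyme and substrate and 100% = substrate only without enzyme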
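Material: STEP (striatal-enriched tyrosine phosphatase) enzyme, cell-free; Compound dosing: 20 µM single dose in 1% DMSO; Technique: fluorescence read at 480 nm ex / 540 nm em; Times: reaction 20 min, ambient temperature; Medium: 50 mM Bis-Tris pH 6.0 with 2.5 mM DTT and 0.005% Tween 20; Also added: OMFP at 25 µM.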
NRP1-CendR mod: modulators of CendR peptide binding to NRP-1, primary screen, biochemical, fluorescence polarization, uHTS | inhibition, % at 25 µM | 360,000 compounds, 0.85% hits | Neuropilin-1 (Homo sapiens), O14786 | FAM-RPARPAR peptide binding to NRP-1;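 active = inhibition or corrected inhibition above about 18%, plus a signal ratio from 0.5 to 1.5, limit read from the data, passing the limit was not always enough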; note: strong numbers were not always called active
* marks the source's active call; other numbers are inactive results; / = no result given.

SMILES	DNMT1 inh	bovine MsrA act	Scp1 inh	MsrA inh	TbMetRS inhib	LMPTP block	E coli Lon inh	SUMO1 PPI mod	STEP block	NRP1-CendR mod
COc1ccc(NC2CCCN(C(=O)c3cccc(N4CCNC4=O)c3)C2)cc1 (stereo unspecified)	3	1	-3	-0.4	-0.2	-2.1	-5	2	2	-7
N#Cc1ccc(NC(=O)Cn2cnc(S(=O)(=O)N3CCCC3)c2)cc1	0	-7	8	-1.0	-1.2	-0.1	-12	10	-3	0
Cc1noc(C)c1S(=O)(=O)NC(=O)C1(C)CCN1C(=O)c1ccccc1CCc1ccccc1 (stereo unspecified)	4	2	/	-0.2	-0.3	-1.9	-2	5	-2	-1
CCOC(=O)CCNC(=O)N1CCCC(C(=O)c2cccc(OC(C)C)c2)C1 (stereo unspecified)	6	-2	-5	1.5	-0.3	-1.0	-9	-5	2	10
O=C(CSc1cccc2cccnc12)Nc1cc(C(=O)O)cc(C(=O)O)c1	10	-1	3	0.1	-0.5	-1.9	-6	-8	1	-11
Cc1ccc(S(=O)(=O)/N=C(/c2ccc(F)cc2)N2CCCC2)cc1	1	0	-6	-0.2	-0.7	-0.3	-3	0	1	16
Cc1cccc(NC(=O)CSc2cc(C)c(C#N)c3nc4ccccc4n23)c1	52*	-3	0	0.7	0.3	2.3	-5	-20	3	-32
CC(C)(C)c1ccc(Cn2nnc3c(=O)[nH]c(C4CCCN(C(=O)Cc5cccs5)C4)nc32)cc1 (stereo unspecified)	4	-9	5	-1.0	-1.5	1.6	-5	1	0	-6
Cc1ccc(S(=O)(=O)N(C)c2ccc(N)cc2)cc1	2	-2	-5	1.1	-0.5	-0.9	-6	3	2	-8
CC1=C(C(=O)Nc2ccc(F)cc2)C(c2cccc(C)c2)n2nc(CCCO)nc2N1 (stereo unspecified)	-1	0	-8	-0.2	-0.2	-1.5	5	-7	-3	-3
CCCCN=CC1=C(O)C(C(=O)OC)C(C)(C)CC1=O (stereo unspecified)	2	-10	13	1.7	0.7	-0.6	-8	-5	-3	-1
Nc1nc2ccccc2cc1C(=O)NCc1cccs1	/	/	/	-0.2	-0.2	0.0	/	2	/	-3
C=CCOc1c(Br)cc(CNc2ccc3[nH]c(=O)[nH]c3c2)cc1OCC	-9	0	-1	1.3	2.3	1.9	2	-3	1	11
CCOC(=O)c1sc2nc(C(C)C)c3c(c2c1N)CC(C)(C)OC3	-1	-7	4	1.3	-1.0	0.6	-4	4	-4	8
Cc1ccc(SCCC(=O)NC2CC2)cc1	2	-11	5	-1.5	-1.2	-1.0	-2	-3	-1	4
Cc1nc(S(=O)(=O)Cc2ccccc2Cl)nc2c1CCC2	-1	-2	-6	0.4	0.2	-1.5	-6	0	1	9
CCN(CC)S(=O)(=O)c1ccc(N2CCOCC2)c(NC(=O)CSCc2c(C)noc2C)c1	-7	-2	-13	0.4	0.4	-7.7	1	-20	0	4
CC(C)(C)NC(=O)NC(=O)COC(=O)CNC(=O)C1CCCCC1	1	-1	-8	-1.2	-0.6	-0.2	3	3	0	8
CC(=O)NC1CSCC1OC(C)=O (stereo unspecified)	0	5	-10	-0.2	-0.4	0.6	-6	2	-10	-7
CN(C1=NS(=O)(=O)c2ccccc21)c1ccc(OC(=O)c2ccccc2F)cc1	4	-1	/	-0.1	0.1	0.1	-9	0	-3	-3
CC(=O)C1CCC2C3CCC4=CC(=O)C=CC4(C)C3CCC12C (stereo unspecified)	5	-1	-2	-0.2	-0.5	-0.9	-3	-2	2	-7
O=C(Nc1cccc(F)c1)c1sc(Cl)nc1-c1ccccc1	-1	-2	-10	0.9	-0.3	0.3	0	-1	-3	-6
O=S(=O)(NCc1cn2ccccc2n1)c1cccs1	-1	-5	-4	1.6	0.9	0.1	-8	-1	1	-9
COc1ccc(CNC(=O)CN(c2cc(C)cc(C)c2)S(=O)(=O)c2c(C)noc2C)cc1	3	-1	-6	-0.4	0.0	-0.3	8	0	1	0
COc1ccc(/C=C(\C#N)C(=O)OCC(=O)N(C)C2CCS(=O)(=O)C2)cc1 (stereo unspecified)	2	-14	4	2.8	-0.8	-0.5	5	-26	-2	4
CSc1ccc(S(=O)(=O)NCC(=O)OCC(=O)N(C)C2CCCCC2)cc1[N+](=O)[O-]	1	-7	7	-0.2	-0.4	0.4	13	-36	2	20
COc1ccc(C(=O)NC(Nc2ccccc2)C(Cl)(Cl)Cl)cc1 (stereo unspecified)	-2	-7	-7	-0.3	-0.2	0.2	-6	-4	-2	-2
Cc1ccc(C2C(N)C(=O)N2c2ccc(C)cc2)cc1 (stereo unspecified)	0	-1	-1	0.3	0.2	-0.9	5	6	-3	8
CC(=O)Nc1ccc(NC(=O)c2ccccc2N(Cc2ccccc2)S(C)(=O)=O)cc1	-6	-5	-4	0.7	-0.4	1.6	-3	0	-4	-2
O=C(NNc1nc(-c2ccccc2)cs1)c1ccccc1	11	0	-14	-0.3	-0.1	0.0	8	-1	2	4
O=C(Nc1nnc(-c2ccccc2)o1)Nc1ccccc1Cl	3	-1	-16	-0.7	-0.4	-2.0	-5	4	-3	1
CCOc1cc(N2CCOCC2)c(OCC)cc1NC(=O)Cc1ccc(OC)c(OC)c1	-13	-2	-1	-0.3	-0.7	0.9	9	-6	1	8
O=C(NCCC(=O)N1CCC2(CC1)NCCc1[nH]cnc12)c1cccc(Br)c1	1	-4	-10	-0.7	0.2	-2.2	2	1	4	3
O=C(CSc1ncn[nH]1)Nc1ccc(S(=O)(=O)Nc2ncccn2)cc1	-3	-1	-4	-0.8	-0.1	0.1	1	3	2	5
COc1ccc(N2CCN(C(=O)c3cc4cc(Cl)ccc4[nH]3)CC2)cc1	-5	-1	-8	1.1	3.6	1.1	0	-3	0	-9
CC(SCc1cc(=O)n2c([nH]c3ccccc32)c1C#N)C(=O)O (stereo unspecified)	-1	-3	2	1.2	0.2	1.7	-24	22	-2	-62
COc1ccc(Cl)cc1N(CC(=O)NC1CC1)S(=O)(=O)c1ccc(C)c([N+](=O)[O-])c1	0	-5	-1	-1.0	0.6	0.5	-7	-5	-2	17
CCOC(=O)N1CCN(C(=O)CCc2c(C)nc3c(c(C)nn3-c3ccc(C)c(C)c3)c2C)CC1	-5	-3	-8	-0.4	-0.5	0.8	6	-2	2	-7
CC(=O)c1sc(NC(=O)CS(=O)(=O)c2ccccc2)nc1C	0	-3	1	3.1	-0.4	-1.6	-5	-11	-4	0
COc1ccc(C(=O)c2nc3c(n2O)CCCC3)cc1OC	3	-4	-6	2.8	-0.6	-1.2	-8	-3	2	-11
O=C(NCc1ccccn1)[C@@H]1CCCN1C(=O)[C@@H]1CCCN1C(=O)c1ccccc1	/	-3	/	0.2	-0.1	-1.7	4	-1	/	0
O=C(COc1ccccc1)NNC(=S)NC(=O)c1ccccc1	-2	7	-12	0.5	-0.3	1.3	-12	-2	-1	8
Cc1cc(-c2nnc(CCC(=O)N(C)Cc3ccsc3)o2)no1	4	-3	-2	1.6	1.6	-0.2	-2	1	0	7
COc1cc2c(cc1OC)C(SC)=NC1(CCCC1)C2	-3	-2	-8	0.7	-0.2	-1.6	-3	0	3	-6
Cc1ccc(-c2nnc(N3CCOCC3)c3ccccc23)cc1S(N)(=O)=O	-2	-9	-3	-0.7	-1.5	2.0	15	-1	0	-2
Cc1noc(C(=O)NCc2ccc(F)cc2)c1Cl	3	-8	-9	0.5	-0.8	-0.3	-5	0	-2	3
O=C(COc1ccccc1Cl)N1CCc2ccccc2C1	-2	3	-12	-0.5	-0.7	0.3	-4	4	-4	0

Ten structures from above, ordered by molecular weight, rising:
SMILES	DNMT1 inh	bovine MsrA act	Scp1 inh	MsrA inh	TbMetRS inhib	LMPTP block	E coli Lon inh	SUMO1 PPI mod	STEP block	NRP1-CendR mod
Cc1ccc(S(=O)(=O)N(C)c2ccc(N)cc2)cc1	2	-2	-5	1.1	-0.5	-0.9	-6	3	2	-8
Nc1nc2ccccc2cc1C(=O)NCc1cccs1	/	/	/	-0.2	-0.2	0.0	/	2	/	-3
O=S(=O)(NCc1cn2ccccc2n1)c1cccs1	-1	-5	-4	1.6	0.9	0.1	-8	-1	1	-9
CC(SCc1cc(=O)n2c([nH]c3ccccc32)c1C#N)C(=O)O (stereo unspecified)	-1	-3	2	1.2	0.2	1.7	-24	22	-2	-62
N#Cc1ccc(NC(=O)Cn2cnc(S(=O)(=O)N3CCCC3)c2)cc1	0	-7	8	-1.0	-1.2	-0.1	-12	10	-3	0
COc1ccc(N2CCN(C(=O)c3cc4cc(Cl)ccc4[nH]3)CC2)cc1	-5	-1	-8	1.1	3.6	1.1	0	-3	0	-9
COc1ccc(C(=O)NC(Nc2ccccc2)C(Cl)(Cl)Cl)cc1 (stereo unspecified)	-2	-7	-7	-0.3	-0.2	0.2	-6	-4	-2	-2
CCOC(=O)CCNC(=O)N1CCCC(C(=O)c2cccc(OC(C)C)c2)C1 (stereo unspecified)	6	-2	-5	1.5	-0.3	-1.0	-9	-5	2	10
COc1ccc(/C=C(\C#N)C(=O)OCC(=O)N(C)C2CCS(=O)(=O)C2)cc1 (stereo unspecified)	2	-14	4	2.8	-0.8	-0.5	5	-26	-2	4
CN(C1=NS(=O)(=O)c2ccccc21)c1ccc(OC(=O)c2ccccc2F)cc1	4	-1	/	-0.1	0.1	0.1	-9	0	-3	-3
